Menin-MLL TR inh = qHTS Assay for Inhibitors Targeting the Menin-MLL Interaction in MLL Related Leukemias: Competition With Texas Red Labeled MLL-derived Mutant Peptide. O00255. Menin + Texas Red MLL mutant peptide, fluorescence polarization. Potency, µM (top dose mostly 61.6 µM), for inactives: top-dose FP activity change, negative = inhibition, usual class: inhibitors. 270,000 tested, 0.23% active. AID 1768, 2009; active = well fitted inhibition curve with a large enough effect in the polarisation, with a control signal flat, not every such curve was filed as active; inconclusive = small, poorly fitted or top-dose-only effect, or effect the other way, or a change in a side signal; inactive = no such curve, though single readings can be large or run the other way; the % refers to the polarisation; also: potency is read from the fitted curve at half-maximal effect; % of control where 0% means no effect; many of its hits are not listed in these tables
PKM2 act = qHTS Assay for Activators of Human Muscle isoform 2 Pyruvate Kinase | purified PKM2, Kinase-Glo ATP luminescence, activation; response scale: 0% is enzyme alone, no compound | 260,000 tested, 0.34% active | Potency, µM (doses to about 57.5 µM), for inactives: top-dose activation, hits mostly activators | AID 1631, 2009 | Pyruvate kinase PKM (Homo sapiens), P14618; also: potency is read from the fitted curve at half-maximal effect; % is scaled to controls: 0 for no effect and ±100 for the full control effect; nearly all actives have a fitted effect of over 55% in size
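hPK-M2, >95% pure; 0.1 mM ADP / 0.5 mM PEP final; imidazole pH7.2 buffer w/ 7 mM MgCl2, 50 mM KCl; 1 h RT; Kinase-Glo lum. Intermediate enzyme activity for dual inhibitor/activator qHTS.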
MBNL1-CUG inh = qHTS Assay for Inhibitors of MBNL1-poly(CUG) RNA binding. Muscleblind-like protein 1 (Homo sapiens), Q9NR56. TR-FRET MBNL1-His/biotin-(CUG)12 binding, 665/545 ratio. Potency, µM (top dose mostly 57.5 µM), inactives show at the top dose activity change, negative = inhibition, hits mostly inhibitors. 280,000 tested, 0.036% active; active = well fitted inhibition curve with a large enough effect in the signal ratio, with a control signal flat, not every such curve was filed as active; inconclusive = small, poorly fitted or top-dose-only effect, or effect the other way, or a change in a side signal; inactive = no such curve, though single readings can be large or run the other way; the % refers to the signal ratio; also: potency is read from the fitted curve at half-maximal effect; % is scaled to controls: 0 for no effect and ±100 for the full control effect
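His-tagged MBNL1 binding to biotinylated (CUG)12 RNA was measured by TR-FRET using terbium anti-His antibody (0.055 ng/ul final) and streptavidin-XL665 (5 nM final). Compounds were titrated 92 nM to 58 uM; 60 min at room temperature.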
TSHR antagonist = Antagonists of the Thyroid Stimulating Hormone Receptor: HTS campaign; activity change, negative = inhibition, % at 11.5 µM; 330,000 tested, 0.2% active; Thyrotropin receptor (Homo sapiens), P16473; TSHR-expressing cells, TSH-stimulated cAMP HTRF, 2 h; active compounds read low; AID 504810, 2011;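 active = activity change below a set negative limit, meaning inhibition stronger than a set level, cut at about -70% in these data; inconclusive = activity change between two set negative limits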; also: % is scaled to controls: 0 for no effect and ±100 for the full control effect
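Cell-based HTRF cAMP assay; TSHR cells + compound, TSH EC80 (4nM final), 2 h, 37 deg C. Lysis with anti-cAMP cryptate and cAMP-d2, 30 min RT, read 665/620 nm.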
GALK inh = qHTS Assay for Inhibitors of Human Galactokinase (GALK); P51570; Purified GALK, Kinase-Glo residual ATP luminescence; Potency, µM (doses to about 57.5 µM), for the others: at the top dose activity change, negative = inhibition, usual class: inhibitors; 270,000 tested, 0.007% active; also: potency is read from the fitted curve at half-maximal effect; % is scaled to controls: 0 for no effect and ±100 for the full control effect
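Compounds were pin-transferred into ATP buffer (35 uM final), then GALK plus galactose (5 nM, 100 uM final) was added. After 1 h at room temperature, Kinase-Glo Plus was added and luminescence read after 10 min.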
KCNH2 WT inh = qHTS for Inhibitors of KCHN2 3.1: Wildtype qHTS | U2OS, BacMam KCNH2, thallium flux FluxOr; active compounds read low | activity change, % at 1.84 µM | 340,000 tested, 0.37% active | Voltage-gated inwardly rectifying potassium channel KCNH2 (Homo sapiens), Q12809 | AID 720551, 2013;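 active = maximum activity change below -70%; inconclusive = maximum activity change between -70% and -50%; inactive = maximum activity change above -50%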; also: % is scaled to controls: 0 for no effect and ±100 for the full control effect
Target sequence (Q12809 whole entry, looked up): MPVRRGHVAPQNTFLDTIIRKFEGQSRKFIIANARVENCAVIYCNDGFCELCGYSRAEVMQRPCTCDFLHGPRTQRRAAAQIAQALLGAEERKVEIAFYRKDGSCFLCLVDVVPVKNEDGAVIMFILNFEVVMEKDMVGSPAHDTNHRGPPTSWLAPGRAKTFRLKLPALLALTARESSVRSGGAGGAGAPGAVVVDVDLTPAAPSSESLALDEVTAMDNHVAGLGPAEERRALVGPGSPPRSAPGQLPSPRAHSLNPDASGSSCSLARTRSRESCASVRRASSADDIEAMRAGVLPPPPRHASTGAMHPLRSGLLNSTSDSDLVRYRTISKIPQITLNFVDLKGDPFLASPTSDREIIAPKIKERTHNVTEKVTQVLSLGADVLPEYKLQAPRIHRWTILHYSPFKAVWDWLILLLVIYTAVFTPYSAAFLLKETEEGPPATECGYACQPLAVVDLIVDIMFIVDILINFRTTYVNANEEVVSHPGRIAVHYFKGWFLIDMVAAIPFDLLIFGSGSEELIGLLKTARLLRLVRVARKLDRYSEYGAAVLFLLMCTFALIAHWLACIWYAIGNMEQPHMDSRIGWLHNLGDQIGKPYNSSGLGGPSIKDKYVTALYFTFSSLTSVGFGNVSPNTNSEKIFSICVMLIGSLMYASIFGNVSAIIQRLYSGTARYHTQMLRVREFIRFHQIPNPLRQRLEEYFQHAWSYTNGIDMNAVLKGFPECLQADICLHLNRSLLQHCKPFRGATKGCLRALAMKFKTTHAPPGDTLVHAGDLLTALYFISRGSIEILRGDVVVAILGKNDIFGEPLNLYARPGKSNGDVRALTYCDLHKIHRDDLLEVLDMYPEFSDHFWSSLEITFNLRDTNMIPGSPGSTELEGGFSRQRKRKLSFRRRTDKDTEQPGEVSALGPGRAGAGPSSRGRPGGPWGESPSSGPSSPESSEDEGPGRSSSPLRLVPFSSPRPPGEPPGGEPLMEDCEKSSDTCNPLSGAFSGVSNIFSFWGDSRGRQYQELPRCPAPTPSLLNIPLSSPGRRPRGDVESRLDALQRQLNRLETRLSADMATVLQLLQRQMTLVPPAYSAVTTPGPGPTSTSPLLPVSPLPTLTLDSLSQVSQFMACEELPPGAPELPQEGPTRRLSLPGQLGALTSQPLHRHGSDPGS
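U2OS cells were transduced with wild-type KCNH2 virus (2.03 x 10^8 / mL) for 4 h at room temperature, then cultured overnight at 37 C. Thallium flux was read with FluxOr dye. Rate constants were normalized to DMSO controls.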
Mito fusion act = qHTS Assay for Small Molecule Inhibitors of Mitochondrial Division or Activators of Mitochondrial Fusion; Potency, µM (highest dose often 46.1 µM), for the others: at the highest dose growth rescue (activation), hits mostly activators; S. cerevisiae fusion-defective mutant growth rescue, CellTiterGlo 48 h; 320,000 tested, 0.23% active;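 also: potency is read from the fitted curve at half-maximal effect; % of control where 0% means no effect; nearly all actives have a fitted effect of over 45% in size; temperature-sensitive fusion mutants such as fzo1-1 at 37 °C on non-fermentable ethanol glycerol medium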
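Yeast fusion mutant, YPEG (non-fermentable carbon), compound, 48 h at 37C non-permissive; CellTiterGlo added, 10 min RT, luminescence read. Rescued growth = division inhibition.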
USP2a inh = qHTS Assay for Inhibitors of Ubiquitin-specific Protease USP2a Using CHOP2 as the Reporter; Ubiquitin carboxyl-terminal hydrolase 2 (Homo sapiens), O75604; USP2 core, Ub-CHOP2 coupled fluorogenic reporter, 485/531; Potency, µM (top dose mostly 38.3 µM), for inactives: at the top dose activity change, negative = inhibition, hits mostly inhibitors; 330,000 tested, 0.01% active;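 also: potency is read from the fitted curve at half-maximal effect; plate controls were DMSO wells for no effect and full inhibition by NEM control for full effect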
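USP2 core (10nM final) preincubated 30min RT with compound in 20mM Tris-HCl pH 8.0, 2mM CaCl2, 2mM beta-mercaptoethanol, 0.05% CHAPS; 25nM Ub-CHOP2 plus 25nM reporter substrate added, fluorescence (Ex485/Em531) read after 60min.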
Chronic BCR inh = qHTS Assay to Find Inhibitors of Chronic Active B-Cell Receptor Signaling. ABC-DLBCL IkBa-CBG/CBR reporter, luminescence ratio, 4 h. Potency, µM (doses to about 46.1 µM), without a hit: top-dose ratio change, negative = lower green/red ratio, usual class: inhibitors. 340,000 tested, 0.05% active. AID 493014, 2011; active = well fitted inhibition curve with a large enough effect in the signal ratio, with a control signal flat, not every such curve was filed as active; inconclusive = small, poorly fitted or top-dose-only effect, or effect the other way, or a change in a side signal; the % refers to the signal ratio;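 also: potency is read from the fitted curve at half-maximal effect; plate controls were basal doxycycline-induced cells for no effect and cells given 10 µM MG132 for full effect; MG132 reads +100%, hits lower the ratio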
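TMD8 ABC-DLBCL cells carrying doxycycline-inducible green luciferase fused to IkappaBalpha plus unfused red luciferase were exposed to compounds (up to 46 uM) for 4 hrs at 37C. Activity came from the overlap-corrected green/red luminescence ratio.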
ASM inhibitor = Inhibitors of Secretory Acid Sphingomyelinase (S-ASM): qHTS; AID 504937, 2011; Potency, µM (top dose mostly 57.5 µM), for inactives: top-dose activity change, negative = inhibition, hits mostly inhibitors; Sphingomyelin phosphodiesterase (Homo sapiens), P17405; placental ASM, HMU-PC fluorogenic substrate, 60 min; 340,000 tested, 0.006% active; also: potency is read from the fitted curve at half-maximal effect
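HMU-PC0 cleavage (9 uM final) by human placental ASM, 60 min at 37 °C following 10 min compound exposure at RT; stopped at pH 10, fluorescence Ex 386/Em 447 nm.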
Eya2 inh = qHTS Assay for Inhibitors of the Phosphatase Activity of Eya2; Protein phosphatase EYA2 (Homo sapiens), O00167; AID 488837, 2010; Potency, µM (series often up to 76.9 µM), for the others: at the top dose activity, negative = inhibition, actives largely listed as inhibitors; 330,000 tested, 0.006% active; recombinant Eya2, OMFP fluorescence dephosphorylation (OMFP is methylfluorescein phosphate); also: potency is read from the fitted curve at half-maximal effect; % is scaled to controls: 0 for no effect and ±100 for the full control effect
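Eya2 protein (added as 0.2 uM solution) was preincubated with compound for 10 min at ambient temperature in 50 mM HEPES pH 7.5, 50 mM NaCl, 5 uM MgCl2, 0.05% BSA, 1 mM DTT. OMFP (added at 50 uM) then reacted 10 min; fluorescence read at 485/525 nm.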
Numbers without * were called inactive; u = inconclusive; x = no result given; [ ] = another dose, or the depositor's remark. Unless noted, calls follow the shape of the dose curve; as a rule, active = well fitted curve in the direction sought with a large enough effect; inconclusive = small, poorly fitted or top-dose-only effect, or another doubt; inactive = no such curve, though single readings can be large; an effect the other way counts as inactive or inconclusive.

SMILES	Menin-MLL TR inh	PKM2 act	MBNL1-CUG inh	TSHR antagonist	GALK inh	KCNH2 WT inh	Mito fusion act	USP2a inh	Chronic BCR inh	ASM inhibitor	Eya2 inh
O=C(Nc1ccc(O)cc1)c1ccc(NC(=O)C2CCCO2)cc1 (stereo unspecified)	x	-7%	-3%	17	-9%	-6	2%	-1%	0%	3%	-6%
O=C(NCc1cccs1)C1CC(=O)N(c2ccc(F)cc2)C1 (stereo unspecified)	-2%[11.7 µM]	1%	-1%	-5	2%	-3	0%	-1%	2%	2%	10%
CCCc1nc2sc3c(c2c(=O)[nH]1)CCCC3	-20%	0%	6%	11	4%	-9	1%	-5%	5%	7%	3%
CC(C)NC(=S)N/N=C/c1ccccc1[N+](=O)[O-]	2%	-9%	u	-2	6%	-1	5%	0%	u	-1%	21%
COc1ccc(N2CCN(C(=O)c3ccc(OCC4CCCO4)cc3)CC2)cc1 (stereo unspecified)	0%	1%	4%	0	1%	-3	-7%	0%	0%	0%	10%
Cc1ccc(NC(=O)CCC(=O)NNC(=O)c2cccs2)cc1C	0%	-4%	-3%	3	-2%	-11	-3%	4%	12%	-1%	-15%
Cc1ccccc1NC(=O)C(=O)c1cn(C)c2ccccc12	u	-1%	-5%	1	14%	-3	-2%	-2%	u	5%	-5%
Cc1cc(C(=O)NC(C)c2ccccc2)c2cc(F)ccc2n1 (stereo unspecified)	-13%	0%	1%	8	0%	-10	0%	3%	-2%	-1%	-1%
Cc1cccc(C)c1OCC(=O)Nn1c(C)nc2ccccc2c1=O	-2%	3%	-3%	16	-1%	3	3%	-1%	0%	-1%	14%
COc1ccc2[nH]c3c(c2c1)CCN1C(=O)C(CC(=O)NCCN2CCOCC2)C[C@H](C(=O)N2CCOCC2)[C@@]31CCC1CCCC1 (stereo partly specified)	x	x	x	1	x	1	x	-1%	-8%	-2%	-2%
Cc1nn(Cc2ccccc2)c(C)c1NC(=O)c1cc(-c2ccc3c(c2)OCO3)on1	-3%	-1%	-4%	-9	2%	3	-11%	0%	0%	-3%	27%
CCOC(=O)c1cnn(-c2cc(Oc3cccc(C)c3)ncn2)c1N	x	0%	-8%	-17	-4%	4	-2%	-4%	u	1%	-19%
Cc1cccc(NC(=O)NCC(c2ccco2)N2CCCCC2)c1 (stereo unspecified)	-6%	-3%	6%	-2	-1%	1	4%	3%	u	-3%	-4%
CC(=O)Nc1ccc(SC(C)C(=O)NC2CCCC2)cc1 (stereo unspecified)	-12%	-4%	-3%	3	9%	-19	-10%	4%	0%	-1%	-3%
CCOc1ccc(-c2cccc(NC(=O)COc3ccc(Cl)cc3)c2)nn1	36%[activator]	x	3%	-4	-1%	0	u	0%	3%	-8%	3%
CCCN1C(=O)/C(=C/c2nc3ccccc3c(=O)[nH]2)c2cc(C)ccc21	x	-1%	1%	-3	1%	-3	-5%	0%	4%	-3%	17%
CCOc1ccc(NS(=O)(=O)c2ccc(C(=O)N(C)CCc3ccc(OC)c(OC)c3)cc2)cc1	-7%	0%	-5%	-8	-1%	-9	2%	0%	0%	-2%	7%
Cc1cc(C)n2nc(SC3CCCCN(C(=O)c4ccc(F)cc4)C3=O)nc2n1 (stereo unspecified)	-2%	3%	-14%	3	-3%	22	-1%	3%	4%	-2%	0%
COc1cc(OC)c(S(=O)(=O)N2CCOCC2)cc1S(=O)(=O)N1CCOCC1	7%	0%	-2%	-3	3%	1	-5%	0%	6%	3%	3%
COC(=O)c1c(NC(=O)COC(=O)CCc2ccc(S(=O)(=O)N3CCOCC3)cc2)sc2c1CCC2	-7%	10%	13%	4	0%	-1	21%	-12%	-1%	-2%	-13%
C=C(C)Cn1c(SCC)nc2ccccc2c1=O	-14%	1%	-6%	4	0%	-6	8%	5%	21%	-2%	9%
COc1ccccc1CNC(=O)C1CC2Cn3c(nc4cc(C)c(C)cc43)C2N1C (stereo unspecified)	x	x	x	0	x	11	-3%	1%	1%	0%	16%
Cc1cc(S(=O)(=O)Nc2ccc3ccccc3c2)c(C)s1	x	3%	5%	-16	-3%	3	18µM*	-9%	-4%	-19%	-4%
COc1ccc(CNCc2cc(Cl)ccc2O)cc1	x	x	x	-10	x	2	-2%	0%	5%	2%	12%
O=C(Nc1ccc(N2CCN(C(=O)c3ccccc3)CC2)cc1)c1cccs1	-8%	1%	1%	-9	-4%	-136*	-4%	2%	5%	-2%	-4%
Cc1ccc(C(=O)Nc2ccc3c(c2)OCCO3)c(Cl)c1	7%	-9%[11.5 µM]	-1%	5	2%	8	-4%	-1%	-3%	-5%	-10%
O=C(COC(=O)c1cc([N+](=O)[O-])ccc1N1CCOCC1)Nc1cccc(F)c1	x	1%	u	1	-1%	-2	-2%	-1%	u	-11%	-4%
CC(C)CCNC(=O)C1CCCN(S(=O)(=O)c2ccc(F)cc2)C1 (stereo unspecified)	-2%	-2%	5%	-9	-1%	2	5%	3%	1%	0%	1%
Cc1ccc(C(=O)Cn2cc([N+](=O)[O-])nc2C)cc1	x	u	8%	5	x	0	0%	0%	2%	1%	-8%
CCNc1nc(NCC)nc(SCC(C)=O)n1	-5%	-2%	-5%	6	3%	0	-3%	1%	-1%	1%	9%
CCOc1ccc(CCNC(=O)CCn2nc(C)c3c(C)n(-c4ccccc4)nc3c2=O)cc1	x	x	-6%	11	-4%	1	-3%	1%	0%	-3%	-3%
CCOC(=O)C1CCCN(C(=O)CSc2ccc(Br)cc2)C1 (stereo unspecified)	-6%	2%	-4%	-2	13%	7	-6%	-1%	-3%	8%	-11%
COC(=O)c1cc(CNC(=O)C2CC(=O)N(c3ccc4c(c3)OCCO4)C2)ccc1OC (stereo unspecified)	x	x	x	x	x	1	x	1%	u	0%	8%
CC(=O)Nc1ccc(Oc2cnc3ccccc3n2)cc1	6%	-2%	21%	4	2%	-4	-2%	-1%	-1%	-2%	24%
Cc1oncc1C(=O)N1CCCC(CO)(Cc2ccc(F)cc2F)C1 (stereo unspecified)	-1%	5%	-2%	-8	4%	x	1%	-5%	4%	-3%	-10%
N#CC1=C(N)Oc2n[nH]c(-c3cccnc3)c2C1c1cc(F)ccc1F (stereo unspecified)	u	10%	-6%	-2	0%	-4	-6%	1%	u	0%	9%
COC(=O)c1cccc([N+](=O)[O-])c1CN1CCCC(C(N)=O)C1 (stereo unspecified)	12%	2%	12%	5	1%	-1	-8%	0%	-17%	1%	9%
CC1CC(C)CN(c2nc3c(c(=O)n(C)c(=O)n3C)n2C)C1 (stereo unspecified)	2%	-1%	1%	-8	0%	-19	25%	1%	u	0%	-4%
CCCCC(C(=O)NC(C)(C)C)N(Cc1ccccc1)C(=O)c1snc(C(N)=O)c1N (stereo unspecified)	-3%	-16%	15%	-2	1%	-8	-2%	0%	0%	307%[activator]	-11%
O=S(=O)(c1ccccc1)N1CCN(Cc2cccc(Cl)c2)CC1	9%	-13%	2%	-5	-3%	-21	5%	-1%	4%	0%	-8%

Bioassay records: PubChem BioAssay, National Center for Advancing Translational Sciences (NCATS)

Some of the compounds tested; the hit share may differ from the screen's.
